FXIa inh – inhibitors of human coagulation factor XIa | P03951 | purified FXIa, Boc-Glu-Ala-Arg-AMC fluorogenic substrate | inhibition, % at 5 µM | 0.14% of 220,000 active | AID 798;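 active means inhibition of at least 40%; inactive means inhibition below 40%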;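 further: fluorescence of freed AMC excited at 355 nm; 0% = enzyme without compound and 100% = no enzyme blank; many of its hits are not listed in these tables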
Target sequence (P03951 19-387 limits assumed): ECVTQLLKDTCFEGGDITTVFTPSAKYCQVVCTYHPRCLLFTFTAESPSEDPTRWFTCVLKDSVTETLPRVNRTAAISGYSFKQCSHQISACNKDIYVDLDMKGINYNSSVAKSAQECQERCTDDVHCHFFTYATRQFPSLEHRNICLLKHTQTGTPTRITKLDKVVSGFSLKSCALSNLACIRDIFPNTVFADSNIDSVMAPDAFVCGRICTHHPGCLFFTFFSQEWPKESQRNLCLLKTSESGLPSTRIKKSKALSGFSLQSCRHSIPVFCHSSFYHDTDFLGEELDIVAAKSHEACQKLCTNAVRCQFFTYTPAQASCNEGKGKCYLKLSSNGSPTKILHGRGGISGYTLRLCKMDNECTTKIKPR
Target sequence (P03951 388-625 limits assumed): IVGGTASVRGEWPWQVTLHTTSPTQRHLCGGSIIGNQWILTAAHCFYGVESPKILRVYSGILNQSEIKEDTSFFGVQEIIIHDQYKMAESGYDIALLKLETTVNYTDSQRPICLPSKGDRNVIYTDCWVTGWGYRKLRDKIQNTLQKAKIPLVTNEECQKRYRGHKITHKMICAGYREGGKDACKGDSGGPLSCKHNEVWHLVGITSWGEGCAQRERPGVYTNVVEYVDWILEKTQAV
Runt-SMMHC FRET – Runt domain-CBFb-SMMHC interaction inhibition. inhibition, % at 20 µM. Cerulean-Runt/Venus-CBFb-SMMHC FRET ratio 530/480, 1 h. 0.74% of 220,000 active. AID 1434. Q01196+Q13951;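 active means mean inhibition across duplicate retests at 20 µM reaching about 50%, limit read from the data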;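 further: 0% = DMSO wells and 100% = wells with excess untagged CBFb-SMMHC; inhibitors lower the FRET ratio by blocking Runt binding to CBFb-SMMHC; some results filed as inactive read as strong as hits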
14-3-3 Bad PPI – disrupts binding of bovine 14-3-3 zeta to phospho-Bad peptide; TR-FRET 14-3-3zeta/Dy647-pBad peptide displacement, 1 h; inhibition, % at 21.7 µM; 0.71% of 220,000 active; AID 781;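 active means inhibition above about 70%, limit read from the data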;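 further: 0% = full 14-3-3 plus peptide FRET controls and 100% = background without 14-3-3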
Wee1 degr inh – human Wee1 degradation inhibition, primary screen. P30291. HeLa Luc-Wee1K328M stability, luciferase luminescence; 100% = proteasome inhibitor MG132 effect. reporter increase, % at 5 µM. 1.2% of 220,000 active. AID 1321;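 active means activation above the mean of all tested compounds plus 3 SD, set per screening run, cut at about 8.8% in these data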;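 further: cells exposed to compound for 20 h before luminescence read; 0% = DMSO alone and 100% = MG132 at 30 µM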
Runt-CBFb FRET – inhibitors of human RUNX1 Runt domain binding to CBFb; Q01196+Q13951; Cerulean-Runt/Venus-CBFb FRET ratio 530/480, 1 h; inhibition, % at 20 µM; 0.46% of 220,000 active; AID 1496;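 active means inhibition over about 50% at 20 µM in the single-dose screen, limit read from the data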;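 further: 0% = DMSO wells and 100% = excess unlabeled CBFb competitor control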
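Assay system: Cerulean-Runt domain / Medium: Tris 50 mM pH 7.5, KCl, K2SO4, 0.01% BSA / Timing: protein complex preformed 1 h, compound exposure 1 h, room temperature, dark / Measured by: FRET, excitation 422 nm, emission at 530 and 480 nm / Evaluation: loss of energy transfer signal / Control set: 5 µM unlabeled CBFb as full-inhibition high control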
Thrombin inh – blocks human thrombin protease activity | alpha-thrombin, Boc-VPR-AMC fluorogenic substrate cleavage | inhibition, % at 5 µM | 0.26% of 220,000 active | AID 1046;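 active means inhibition at or above 40%; inactive means inhibition below 40%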;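 further: 0% = enzyme with no compound and 100% = wells without enzyme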
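signal = AMC fluorescence, 355/460 nm | material = human alpha-thrombin enzyme | control set = enzyme without compound as high, wells lacking enzyme as low | times = reaction at room temperature | read-out basis = percent inhibition scaled between no-compound controls and no-enzyme blanks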
FXIIa inh – blocks human coagulation factor XIIa protease activity. purified FXIIa, Boc-QGR-AMC fluorogenic substrate, 2 h. inhibition, % at 5 µM. 0.3% of 220,000 active. AID 800; in the data active means inhibition above about 40%;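 further: 0% = enzyme with no compound and 100% = blank without enzyme; many of its hits are not listed in these tables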
KLK5 inh – inhibitors of human kallikrein 5. recombinant hK5, fluorogenic AMC substrate cleavage. 0.59% of 210,000 active. inhibition, % at 5 µM. Q9Y337. AID 873;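 active means inhibition of 40% or more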;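 further: 0% = enzyme controls without compound and 100% = no-enzyme blanks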
Target sequence (Q9Y337 67-293 limits assumed): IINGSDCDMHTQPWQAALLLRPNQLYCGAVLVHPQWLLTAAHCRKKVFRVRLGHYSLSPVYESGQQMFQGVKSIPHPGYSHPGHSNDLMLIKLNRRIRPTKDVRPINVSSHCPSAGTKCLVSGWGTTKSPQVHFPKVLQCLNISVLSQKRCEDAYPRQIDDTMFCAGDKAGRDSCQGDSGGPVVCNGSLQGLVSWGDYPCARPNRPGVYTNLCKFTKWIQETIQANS
Hck Nef HTS – inhibitors of human Hck kinase activated by Nef. P08631. Recombinant Hck-YEEI plus Nef, Z-Lyte FRET kinase assay. inhibition, % at 20 µM. 0.68% of 220,000 active;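 active means Hck-Nef kinase inhibition above about 50%, limit read from the data; inactive means inhibition below that limit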;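 further: 0% = DMSO with Hck plus Nef and 100% = Hck alone without Nef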
Starred values were filed as active, the others as inactive; x = not tested or not shown; [ ] = dose if it differs, or a comment.

Order of values – FXIa inh	Runt-SMMHC FRET	14-3-3 Bad PPI	Wee1 degr inh	Runt-CBFb FRET	Thrombin inh	FXIIa inh	KLK5 inh	Hck Nef HTS
1: CC1(C)CC(CC(=O)O)CC(C)(C)N1
 : 29	-2	2	1	1	29	24	34	19
2: CCOc1ccc(OCC)c(S(=O)(=O)NCCOC23CC4CC(CC(C4)C2)C3)c1
 : -6	2	14[fluorescence artefact?]	-2	-1	-5	-6	6	-33
3: CC1OC2(OC1C)C(=O)Nc1ccccc12 (stereo not drawn)
 : 6	-2	-1	-1	-1	1	30	-1	0
4: CS(=O)(=O)N(CC(=O)N1CCN(c2ccccc2F)CC1)c1ccc2c(c1)OCCO2
 : -5	-4	-7	-1	-2	-4	4	-8	3
5: NC(=O)c1ccc2c(c1)S(=O)(=O)c1ccccc1C2=O
 : -4	-9	4	0	-1	-1	3	-9	-1
6: CN(C)S(=O)(=O)c1ccc2c(c1)C(CC(=O)O)OC2=O (stereo not drawn)
 : 10	2	7[fluorescence artefact?]	0	0	6	7	-18	0
7: COc1ccc(CN2CCN(S(=O)(=O)c3ccc(F)cc3)CC2)c(OC)c1OC
 : -16	1	77*	-2	1	-2	3	-23	-2
8: Cc1cc(Br)cc2c1NC(=O)C2(O)CC(=O)c1ccco1 (stereo not drawn)
 : -5	-2	0	2	1	2	-5	-17	9
9: COc1ccc(/C=N/NC(=O)c2cccnc2)cc1COc1ccc(NC(C)=O)cc1
 : -2	-3	-1	-1	-1	0	6	-1	14
10: O=C(COC(=O)C1CCN(S(=O)(=O)c2ccc3c(c2)OCCO3)CC1)Nc1cccc2ccccc12
 : -7	4	4[fluorescence artefact?]	-1	-1	-14	-5	-6	1
11: CN(C)C(=O)/C(=C\c1cccc(Oc2ccccc2)c1)NC(=O)c1ccccc1
 : -2	-2	-8[fluorescence artefact?]	-3	1	-6	6	3	1
12: CCN(CC)S(=O)(=O)c1cc(NC(=O)CSc2nccn2C)ccc1C
 : -1	0	-19	2	0	3	8	1	22
13: CC(C)C1Nc2ccc(S(N)(=O)=O)cc2C2C=CCC21 (stereo not drawn)
 : -5	-18	1	-1	0	-6	-3	1	1
14: COc1ccc(C(c2sc3nc(C)nn3c2O)N2CCC(O)CC2)cc1OC (stereo not drawn)
 : -4	1	-6	-3	2	-2	9	-6	-5
15: CCCCCC(=O)NC(=S)Nc1ccc(N2CCOCC2)cc1
 : -9	1	2	3	-2	6	-6	-13	-1
16: CCC(=O)N1c2ccccc2NC2=C(C(=O)CCC2)C1c1ccco1 (stereo not drawn)
 : 8	0	-12	1	-2	-2	9	0	17
17: Cc1ccc(Oc2ccc(OCC(=O)NC(CC(C)C)C(=O)O)cc2)cc1 (stereo not drawn)
 : 0	-1	-21	14*	0	2	7	2	0
18: Cc1ccc(-n2nnnc2SCC(=O)Nc2cccc(NC(=O)c3ccco3)c2)cc1C
 : 0	-1	42[fluorescence artefact?]	-2	-1	1	15	17	21
19: COc1ccc(-n2c(C)cc(=O)c3c2CC(C)(C)CC3=O)cc1
 : 2	-2	-2	2	-2	4	15	-25	3
20: Cc1cc(CCCCCCCCc2cc(C)cc(=O)o2)oc(=O)c1
 : -5	0	-12	-3	7	-8	4	11	1
21: CC(=O)C1=C(c2ccccc2)NC(=S)NC1c1ccc(O)c(O)c1 (stereo not drawn)
 : -2	8	1	-2	17	-7	6	-3	-3
22: CCCNC(=O)N1CCN(Cc2ccco2)CC1
 : 3	4	-7	0	3	0	15	x	-5
23: Cn1c(CN2CCOCC2)nnc1SCc1ccc(C#N)cc1
 : -3	1	-6	-3	-1	-8	7	5	23
24: Cn1c(C(=O)N2CCN(C(=O)c3ccco3)CC2)cc2c(=O)n(C)c3ccccc3c21
 : 4	0	8	-2	1	-3	11	-7	1
25: COC(=O)Cn1c(CN(Cc2ccccc2)Cc2ccccc2)nc2c1c(=O)[nH]c(=O)n2C
 : -3	3	3	1	-5	-1	13	-13	0
26: Cc1cc(C)c([C@@H]2C[C@H]3CN(C4CCCC4)C(=O)[C@]34CCCN24)c(-n2cccn2)c1
 : 3	0	1	-2	3	2	6	4	11
27: Cc1ccsc1C1Nc2ccccc2C(=O)N1O (stereo not drawn)
 : 5	-4	-10	9.0*	0	-6	3	-21	3
28: Cc1sc2ncnc(SCC(=O)NNC(=O)c3ccco3)c2c1C
 : 34	0	5	5	2	38	27	23	-15
29: COC(=O)CSc1ccc2nnc(CCNS(=O)(=O)c3ccc(C)cc3)n2n1
 : -1	1	8	-2	1	0	3	x	8
30: CC(C)N(Cc1ccccc1)C(=S)Nc1ccc(F)cc1
 : -3	-2	-4	-1	2	-6	9	1	13
31: Cc1ccc(NC(=S)N(CCCN2CCCC(C)C2)Cc2ccco2)cc1C (stereo not drawn)
 : -5	3	0	-2	-1	-7	1	-2	-13
32: CCOc1ccc(-c2nnn(CC(=O)NCc3ccccc3)n2)cc1
 : -5	-8	-2	-3	-1	x	6	-4	26
33: O=C(Nc1nc(-c2cc3ccccc3o2)cs1)c1ccc(S(=O)(=O)N2CCCC2)cc1
 : 10	-2	1	2	-2	3	14	-4	-37
34: CCCN1CCN(C(=O)c2ccc(Sc3ccc(C)cc3)c(NC(C)=O)c2)CC1
 : 20	0	5	-3	2	3	26	6	0
35: O=c1[nH]c(SCc2ccccc2Cl)nc2[nH]ncc12
 : -3	-1	-13	3	0	0	3	-7	0
36: O=C(Cc1cccc2ccccc12)N/N=C/c1ccc(F)cc1
 : 2	-2	-1[fluorescence artefact?]	1	0	0	12	-13	1
37: CCOc1ccccc1NC(=O)c1cc(S(=O)(=O)N2CCC3(CC2)OCCO3)ccc1F
 : 6	1	-2	2	-2	5	20	-7	2
38: CCc1ccccc1N1C(=O)C2C3CC(=O)C(c4ccccc43)C2C1=O (stereo not drawn)
 : -3	-3	-20	-3	0	4	2	-8	11
39: Cn1c(=O)oc2cc(S(=O)(=O)Nc3ccc(Cl)cc3F)ccc21
 : 7	0	12	0	-2	2	16	-3	-1
40: O=C1c2ccccc2C(=O)N1CCc1nc2ccccc2c(=O)n1Cc1ccco1
 : 2	2	-4	-2	3	11	29	57*	4
41: Cc1ccc(Cn2nc(C)c(NC(=O)C3CC3)c2C)cc1
 : -1	-5	-11	-2	0	-2	5	-15	6
42: COc1ccc(C(=O)C[n+]2ccccc2/C=N/O)cc1
 : 11	43	-4	0	14	-4	11	-16	2
43: COC(=O)c1sc(N)c(C(=O)OC)c1COC(=O)[C@@H](NS(=O)(=O)c1cccc(Cl)c1)C(C)C
 : 1	-3	-2	-4	-1	-8	4	-15	79*
44: Cc1[nH]n(-c2nc(-c3cccc([N+](=O)[O-])c3)cs2)c(=O)c1C
 : -4	-1	-6	6	-1	-3	9	-3	2
45: COc1ccc(N(CC(=O)NN=C2CCCCCCC2)S(=O)(=O)c2ccccc2)cc1Cl
 : 1	0	6	2	2	3	1	-11	0
46: CCOc1ccc2[nH]c(=O)c(CN(CCN3CCCC3)C(=S)Nc3ccccc3OC)cc2c1
 : -1	3	-12	-2	2	x	4	-4	16
47: CCOC(=O)C1CCCN(S(=O)(=O)c2ccc(C)cc2)C1 (stereo not drawn)
 : 6	-5	3	0	-2	5	11	-16	0
48: C(=Nc1ccc(N2CCOCC2)cc1)c1c[nH]c2ccccc12
 : -2	1	-5	1	20	-11	3	0	0
49: Cn1c2ccc(F)cc2c2ncn(CCCN(CCO)CCO)c(=O)c21
 : -7	-2	-6	-2	-2	-5	6	-23	2
50: CCN(CC)c1ccc(/C=c2\sc3nnc(-c4ccccc4Cl)n3c2=O)cc1
 : 6	-63	-6	2	-26	5	18	6	2
51: Cc1[nH]c2ccccc2c1/C=N/Nc1ccc([N+](=O)[O-])cc1S(=O)(=O)Nc1ccc(Cl)cc1
 : 0	-29	2	-1	-4	10	20	12	4
52: O=C(CN1CCN(c2ccccc2O)CC1)Nc1cc([N+](=O)[O-])ccc1Cl
 : -3	-1	-6	0	5	-11	3	-2	13
53: CCOC(=O)Cc1csc(-n2sc3ccccc3c2=O)n1
 : 5	x	-6	-3	9	-1	11	8	-1
54: O=C(CC1C(=O)NCCN1Cc1ccccc1C(F)(F)F)NCCn1cccn1 (stereo not drawn)
 : 5	-4	-3	0	3	-9	11	3	15
55: CCN(CC(=O)Nc1ccc(OC)c(OC)c1)S(=O)(=O)c1ccc(C)cc1
 : -14	1	-1	-1	0	-3	-12	-7	1
56: CCCCCOCC1CC(C/C(C)=N/NC(N)=O)(C(=O)OCC)C(=O)O1 (stereo not drawn)
 : -2	1	-1	3	0	2	12	2	11
57: O=C(Nc1ccc2ccccc2c1)c1ccc(Cl)cc1Cl
 : -3	0	4	5	0	-7	1	-5	9
58: COc1ccc(CNC(=O)COC(=O)/C=C/c2ccc(Cl)cc2)cc1
 : 0	-2	-5	2	1	0	10	-2	0
59: O=C(NC1CCCC1)C(c1ccc(N2CCOCC2)cc1)N(Cc1ccccc1)C(=O)c1ccco1 (stereo not drawn)
 : 1	-1	8	-2	-1	-2	17	3	2
60: O=C(COc1ccccc1)Nc1ncn[nH]1
 : -1	-4	-5	0	0	2	12	3	12

3 compounds out of the list, sorted by heavy-atom count, smallest number first:
Order of values – FXIa inh	Runt-SMMHC FRET	14-3-3 Bad PPI	Wee1 degr inh	Runt-CBFb FRET	Thrombin inh	FXIIa inh	KLK5 inh	Hck Nef HTS
60: O=C(COc1ccccc1)Nc1ncn[nH]1
 : -1	-4	-5	0	0	2	12	3	12
52: O=C(CN1CCN(c2ccccc2O)CC1)Nc1cc([N+](=O)[O-])ccc1Cl
 : -3	-1	-6	0	5	-11	3	-2	13
59: O=C(NC1CCCC1)C(c1ccc(N2CCOCC2)cc1)N(Cc1ccccc1)C(=O)c1ccco1 (stereo not drawn)
 : 1	-1	8	-2	-1	-2	17	3	2
